POLH inh = qHTS for Inhibitors of Polymerase Eta. DNA polymerase eta (Homo sapiens), Q9Y253. recombinant Pol eta, fluorescent DNA replication assay. Potency, µM (highest dose often 114 µM), for the others: at the top dose activity change, negative = inhibition, actives largely listed as inhibitors. hit rate 1.2% among 390,000. AID 588591, 2011; further: potency means the concentration at half of the fitted maximal effect; on the % scale 0 is the no-effect control and ±100 the full control effect
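Pol eta at 10 nM preincubated with compounds 15 min at room temperature; reaction started with fluorescent substrate (50 nM final) and read kinetically at 0 and 10 min.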
Pin1 inh = qHTS Assay to Find Inhibitors of Pin1 | Peptidyl-prolyl cis-trans isomerase NIMA-interacting 1 (Homo sapiens), Q13526 | Pin1 FP peptide displacement, HiFluor488, 10 min | Potency, µM (top dose mostly 115 µM), inactives show at the top dose activity, negative = inhibition, most hits filed as inhibitors | hit rate 0.009% among 390,000; active means well fitted inhibition curve with a large enough effect in the polarisation, with a control signal flat, not every such curve was filed as active; inconclusive means small, poorly fitted or top-dose-only effect, or effect the other way, or a change in a side signal; inactive means no such curve, though single readings can be large or run the other way; the % refers to the polarisation; further: potency means the concentration at half of the fitted maximal effect; on the % scale 0 is the no-effect control and ±100 the full control effect
PI4K2A block = qHTS for small molecular inhibitors of PI4K2A; Phosphatidylinositol 4-kinase type 2-alpha (Homo sapiens), Q9BTU6; purified PI4K2A, ADP-Glo luminescence, 1 h; active compounds read low; activity change, negative = inhibition, % at 76.9 µM; hit rate 0.13% among 420,000; in the data active means activity change below about -50%; inconclusive means mostly about -30% to -49%;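 further: -100% = wells without enzyme as full effect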
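ADP-Glo luminescence measured ADP generated by PI4K2A enzyme (4 ug/mL before mixing) with 1.2 mM PI substrate (pre-mix) and 300 microM ATP (pre-mix). Tris pH7.5 buffer with MgCl2, Triton X-100; 1 h reaction at ambient temperature.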
GLS inh = qHTS for Inhibitors of Glutaminase (GLS). Potency, µM (doses to about 45.5 µM), for the others: at the highest dose activity change, negative = inhibition, usual class: inhibitors. hit rate 0.21% among 410,000. Glutaminase kidney isoform, mitochondrial (Homo sapiens), O94925. GLS enzymatic activity, qHTS titration; further: potency means the concentration at half of the fitted maximal effect; on the % scale 0 is the no-effect control and ±100 the full control effect
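Glutamate formation by hKGA was monitored fluorometrically using coupled glutamate oxidase, HRP and Amplex Red. Substrate was added as 1 mM L-glutamine solution; incubation was 30 min at RT after an initial read.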
G9a inh = qHTS Assay for Inhibitors of Histone Lysine Methyltransferase G9a; Histone-lysine N-methyltransferase EHMT2 (Homo sapiens), Q96KQ7; G9a H3K9 monomethylation, AlphaScreen, 2 h; Potency, µM (top dose mostly 102 µM), inactives show top-dose activity, negative = inhibition, actives largely listed as inhibitors; hit rate 8.8% among 350,000; further: potency means the concentration at half of the fitted maximal effect; on the % scale 0 is the no-effect control and ±100 the full control effect; nearly all actives have a fitted effect of over 75% in size
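G9a (20 nM) preincubated 15 min RT with compounds, then 500 nM biotinylated H3K9 peptide and 20 uM SAM added; 2 h RT reaction. Monomethyl-H3K9 product detected by AlphaScreen with anti-H3K9me1 antibody, streptavidin donor and anti-rabbit IgG acceptor beads.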
JMJD2A Tudor inh = qHTS Assay for Inhibitors of JMJD2A-Tudor Domain; Potency, µM (series often up to 114 µM), without a hit: at the highest dose activity change, negative = inhibition, usual class: inhibitors; hit rate 4.4% among 390,000; AlphaScreen JMJD2A-Tudor / H3K4me3 peptide binding; Lysine-specific demethylase 4A (Homo sapiens), O75164; AID 504339, 2011; further: potency means the concentration at half of the fitted maximal effect; on the % scale 0 is the no-effect control and ±100 the full control effect; nearly all actives have a fitted effect of over 50% in size
BAZ2B inh = qHTS Assay for Inhibitors of BAZ2B | Bromodomain adjacent to zinc finger domain protein 2B (Homo sapiens), Q9UIF8 | AlphaScreen BAZ2B-H3K14Ac peptide displacement | Potency, µM (titrated, usually from 114 µM), without a hit: at the highest dose activity change, negative = inhibition, actives largely listed as inhibitors | hit rate 4.4% among 360,000 | AID 504333, 2011; further: potency means the concentration at half of the fitted maximal effect; on the % scale 0 is the no-effect control and ±100 the full control effect; nearly all actives have a fitted effect of over 60% in size
Target sequence (Q9UIF8 whole entry, looked up, the tested form may be a part): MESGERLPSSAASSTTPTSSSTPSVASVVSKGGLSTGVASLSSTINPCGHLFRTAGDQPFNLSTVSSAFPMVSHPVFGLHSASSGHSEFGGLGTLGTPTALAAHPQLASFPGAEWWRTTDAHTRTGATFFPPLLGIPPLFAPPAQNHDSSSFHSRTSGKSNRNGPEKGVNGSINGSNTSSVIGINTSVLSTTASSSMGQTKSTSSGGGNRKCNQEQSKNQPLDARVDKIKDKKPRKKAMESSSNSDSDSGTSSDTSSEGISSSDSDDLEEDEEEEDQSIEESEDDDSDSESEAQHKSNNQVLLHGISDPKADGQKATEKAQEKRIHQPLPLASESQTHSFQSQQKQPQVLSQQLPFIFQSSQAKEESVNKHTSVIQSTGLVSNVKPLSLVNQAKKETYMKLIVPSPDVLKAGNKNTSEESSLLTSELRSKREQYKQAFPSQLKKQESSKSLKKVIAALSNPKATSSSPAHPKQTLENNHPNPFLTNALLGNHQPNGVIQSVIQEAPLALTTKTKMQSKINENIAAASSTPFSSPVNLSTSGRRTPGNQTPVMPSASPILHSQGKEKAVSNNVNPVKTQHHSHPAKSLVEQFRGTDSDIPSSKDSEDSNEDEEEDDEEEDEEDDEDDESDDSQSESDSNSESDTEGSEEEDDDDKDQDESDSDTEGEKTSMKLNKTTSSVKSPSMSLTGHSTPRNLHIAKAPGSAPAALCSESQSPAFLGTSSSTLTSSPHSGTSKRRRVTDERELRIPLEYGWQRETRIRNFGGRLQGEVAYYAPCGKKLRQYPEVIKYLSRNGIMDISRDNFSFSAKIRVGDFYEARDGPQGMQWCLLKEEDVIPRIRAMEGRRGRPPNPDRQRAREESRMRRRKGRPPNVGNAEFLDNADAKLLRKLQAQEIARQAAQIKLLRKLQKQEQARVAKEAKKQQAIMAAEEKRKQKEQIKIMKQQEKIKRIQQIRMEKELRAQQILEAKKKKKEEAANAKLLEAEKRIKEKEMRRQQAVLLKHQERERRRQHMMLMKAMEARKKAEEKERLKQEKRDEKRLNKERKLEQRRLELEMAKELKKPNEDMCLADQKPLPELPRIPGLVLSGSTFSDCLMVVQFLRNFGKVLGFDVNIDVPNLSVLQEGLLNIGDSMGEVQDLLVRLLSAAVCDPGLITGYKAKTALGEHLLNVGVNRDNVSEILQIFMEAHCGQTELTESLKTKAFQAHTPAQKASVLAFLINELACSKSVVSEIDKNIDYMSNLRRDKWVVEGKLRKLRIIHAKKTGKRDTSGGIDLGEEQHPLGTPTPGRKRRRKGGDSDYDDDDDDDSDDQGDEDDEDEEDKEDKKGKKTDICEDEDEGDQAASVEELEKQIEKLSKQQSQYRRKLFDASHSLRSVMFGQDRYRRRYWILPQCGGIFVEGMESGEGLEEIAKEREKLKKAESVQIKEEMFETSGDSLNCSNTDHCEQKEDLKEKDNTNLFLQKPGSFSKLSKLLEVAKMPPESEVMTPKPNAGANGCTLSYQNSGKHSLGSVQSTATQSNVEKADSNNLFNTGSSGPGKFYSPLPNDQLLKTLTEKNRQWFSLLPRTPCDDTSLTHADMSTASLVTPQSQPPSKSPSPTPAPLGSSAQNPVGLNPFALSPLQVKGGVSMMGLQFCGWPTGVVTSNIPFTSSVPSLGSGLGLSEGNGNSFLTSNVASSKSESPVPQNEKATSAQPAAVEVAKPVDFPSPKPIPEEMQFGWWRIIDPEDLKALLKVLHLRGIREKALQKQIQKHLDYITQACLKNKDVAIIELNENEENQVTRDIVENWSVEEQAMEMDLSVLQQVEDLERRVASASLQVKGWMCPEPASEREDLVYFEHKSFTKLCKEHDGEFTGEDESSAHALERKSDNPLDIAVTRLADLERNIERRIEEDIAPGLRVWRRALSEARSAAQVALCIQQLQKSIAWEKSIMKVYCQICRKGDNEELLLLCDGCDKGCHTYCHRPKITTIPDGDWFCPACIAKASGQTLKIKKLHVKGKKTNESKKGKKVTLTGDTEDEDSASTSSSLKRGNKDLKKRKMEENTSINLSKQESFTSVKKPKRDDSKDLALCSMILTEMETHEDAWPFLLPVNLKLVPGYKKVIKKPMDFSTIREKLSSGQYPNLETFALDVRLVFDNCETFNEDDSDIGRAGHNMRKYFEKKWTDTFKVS
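BAZ2B (50 nM) with biotin-H3(5-23)K14Ac peptide (50 nM) in PBS pH 7.4, 0.01% Tween-20, preformed 30 min, then compound 30 min at room temperature; top concentration 110uM. AlphaScreen streptavidin donor/nickel chelate acceptor beads (10 ug/mL final), 20 min dark, signal read.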
HP1b chromo inh = HTS for Inhibitors of HP1-beta Chromodomain Interactions with Methylated Histone Tails | hit rate 0.56% among 390,000 | Chromobox protein homolog 1 (Homo sapiens), P83916 | Potency, µM (series often up to 114 µM), without a hit: top-dose activity change, negative = inhibition, usual class: inhibitors | AID 540317, 2011 | AlphaScreen HP1-beta / biotin-H3K9me3 peptide binding; further: potency means the concentration at half of the fitted maximal effect; nearly all actives have a fitted effect of over 70% in size; inactives centre near 23
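Compound inhibition of the preformed complex between 50 nM HP1-beta and 50 nM biotinylated H3K9me3 peptide was read by AlphaScreen. Buffer was PBS pH 7.4 with 0.01% Tween-20. Incubations ran 30 min at room temperature, with 10 ug/mL donor/acceptor beads.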
PGK inhibitor = qHTS Assay to Find Inhibitors of Phosphoglycerate Kinase | hit rate 0.043% among 380,000 | Potency, µM (titrated, usually from 57.5 µM), inactives show at the top dose activity change, negative = inhibition, hits mostly inhibitors | Phosphoglycerate kinase, glycosomal (Trypanosoma brucei brucei), P07378 | PGK/GAPDH coupled, Kinase-Glo luminescence, 60 min; further: potency means the concentration at half of the fitted maximal effect; on the % scale 0 is the no-effect control and ±100 the full control effect; nearly all actives have a fitted effect of over 60% in size
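Luminescent ATP detection (Kinase-Glo Plus) follows a 60-minute room-temperature incubation, with wells lacking PGK as controls. Buffer: 100 mM TEA (pH 7.6), 5 mM MgCl2, 0.01% Tween-20. Coupling enzyme GAPDH (100 nM final) supplies unstable 1,3-BPG in-well.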
Numbers without * were called inactive; i = inactive; ? = inconclusive; . = no result given; [ ] = remark or other dose. Unless noted, the call rests on the fitted dose curve; in most records, active means well fitted curve in the direction sought with a large enough effect; inconclusive means small, poorly fitted or top-dose-only effect, or another doubt; inactive means no such curve, though single readings can be large; an effect the other way counts as inactive or inconclusive. Only part of the results is shown. The share of hits here may be higher or lower than overall.

SMILES | POLH inh | Pin1 inh | PI4K2A block | GLS inh | G9a inh | JMJD2A Tudor inh | BAZ2B inh | HP1b chromo inh | PGK inhibitor
CCCCCSc1nnc2c(n1)OC(c1ccc(C)s1)N(C(C)=O)c1ccccc1-2 (centres undefined) | -0.3% | 12.1% | -1.4 | -1.4% | ? | ? | -38.0% | -7.8% | -9.1%
Cc1ccc(Nc2cc(C)nc3nc(C)nn23)cc1 | -12.5% | 2.6% | -7.0 | 4.0% | ? | -14.8% | 0.3% | 32.6% | -0.9%
CC(C)Oc1cccc(C2CC(=O)Nc3cc4c(cc32)OCO4)c1 (centres undefined) | -11.4% | -0.8% | 2.3 | 6.0% | ? | ? | ? | -12.7% | -3.5%
Cc1ccc(C(=O)Cc2cc3ccccc3oc2=O)c(C)c1 | -12.0% | -1.3% | -2.5 | -2.7% | -3.7% | 2.3% | -13.8% | 32.3% | .
O=C(Nc1ccc(Cl)cc1C(=O)NCc1cccnc1)c1ccco1 | 5.9% | 1.4% | 3.1 | -5.6% | -33.1% | -7.7% | 10.5% | 33.0% | i
N#C/C(=N/Nc1ccccc1F)C(=N)N1CCOCC1 | -4.5% | -3.5% | -2.6 | 7.8% | -3.5%[12.7 µM] | -20.3% | 3.3% | 14.4% | .
COC(=O)Cc1c(C)c2ccc(OCC(=O)N3CCCC3)c(C)c2oc1=O | -12.4% | -0.2% | -1.6 | -6.8% | 34.7% | -11.1% | -15.2% | 23.1% | -10.0%
O=C(CCCn1c(=S)[nH]c2ccsc2c1=O)NCCc1ccccc1 | -2.1% | 1.7% | -3.0 | 6.6% | 10µM* | 7.0% | -1.1% | 39.8%[activator] | -6.4%
COc1ccc(OC)c(NC(=O)c2ccno2)c1 | 0.4% | -7.2% | 1.6 | -12.2% | ? | -8.3% | ? | 28.3% | -0.3%
CCCc1cc(NCCCn2ccnc2)n2nc(C)c(-c3ccccc3)c2n1 | -14.5% | 0.8% | -2.8 | 5.7% | ? | ? | -37.8% | -10.3% | 2.4%
O=C(C1=C(O)C(=O)N(Cc2ccco2)C1c1cccc(Cl)c1)c1ccco1 (centres undefined) | 4.7% | -8.9% | 2.0 | 14.1% | 53.7%[activator] | -20.7% | 5.3% | 25.5% | 1.4%
COc1ccc(-n2nc(C(=O)NCC(=O)NC3CCCC(C)C3C)c3ccccc3c2=O)c(OC)c1 (centres undefined) | -5.9% | 3.1% | -0.1 | -3.0% | 15.0% | -7.7% | -0.6% | 32.6% | -3.3%
CCC(C)NCCOc1ccc(C(C)(C)c2ccccc2)cc1 (centres undefined) | -16.8% | 1.2% | 0.8 | -12.9% | 7.94µM* | 2.82µM* | ? | ? | -2.1%
Cc1ccc(Cn2ccc(O)c(Cc3ccccc3)c2=O)cc1 | -7.6% | 45.6%[activator] | -3.2 | -5.3% | -34.6% | -1.4% | ? | 36.2% | -5.7%
CCCCN(C(=O)CNC(=O)c1cccs1)C(C(=O)NC1CCCC1)c1ccncc1 (centres undefined) | -20.8% | -4.1% | -0.8 | ? | 7.4% | 1.4% | ? | 36.8% | -6.2%
COc1ccc(-c2cc(C(=O)N3CCCCC3)no2)cc1OC | -1.6% | -5.1% | 4.2 | -2.2% | 17.7%[59 µM] | -18.3% | 1.8% | 9.3% | i
Cc1cccc(CCNC(=O)c2cccc(N3CCCC3=O)c2)c1 | 0.7% | 3.3% | -1.7 | 1.9% | -8.5% | 6.6% | -0.4% | 35.8% | 0.3%
COc1ccc(CC(=O)N[C@@H]2c3ccccc3CC[C@@H]2OCc2ccccc2)cc1 | -8.6% | 5.4% | -3.6 | -1.0% | . | -11.6% | . | 22.9% | 1.3%
CC(=O)Nc1ccc(S(=O)(=O)Nc2nc(CN3CCOCC3)nc3sc4c(c23)CCCC4)cc1 | ? | 30.0%[activator] | -1.7 | 1.6% | ? | -26.5% | -6.7% | 28.5% | -8.2%
COc1ccccc1/C=N/N(C(C)=O)c1nc(-c2ccc(F)cc2)cs1 | -12.6% | -2.0% | 3.4 | -6.2% | 29.6%[12.7 µM] | -7.1% | -19.4% | 24.4% | -6.6%
O=C(NNc1c2ccccc2nc2ccccc12)C12CC3CC(CC(C3)C1)C2 | -19.0% | 0.6% | 5.5 | -21.6% | . | -9.0% | -18.3% | 23.7% | -1.0%
C=CCC[C@@H](Cc1ccc(F)cc1)C(=O)OC[C@H](C)NC(=O)[C@@H](CC=C)CC(=O)N[C@@H](CO)Cc1ccccc1 | -10.7% | -7.5% | 0.0 | 3.1% | . | -9.2% | . | 25.4% | 6.0%
COC(=O)C(Cc1ccccc1)NC(=O)c1ccc(NS(=O)(=O)c2ccc3[nH]c(=O)[nH]c3c2)cc1 (centres undefined) | -17.0% | ? | 1.2 | -3.3% | 16.8%[12.7 µM] | -7.4% | 8.6% | 26.6% | 7.3%
O=C(Nc1c(Cl)ccc2nsnc12)c1cccnc1 | -15.2% | -9.4% | 1.9 | -9.0% | 4.3%[59 µM] | 8.5% | 2.3% | 40.3%[activator] | -4.9%
Cc1cc(C)c2nc(N3CCCC3)c(C#N)cc2c1 | 0.0% | 3.0% | -1.1 | 9.5% | 105.1%[activator][59 µM] | 112.9%[activator] | 70.7%[activator] | . | -4.3%
COc1ccc(CCC(=O)N(C)CC(=O)Nc2ccc(Cl)c(C(F)(F)F)c2)cc1 | -12.8% | -0.3% | -2.0 | 1.2% | . | -5.6% | -1.1% | 26.7% | -9.2%
Cc1oc(-c2cccc(Cl)c2)nc1CSCC(=O)NCc1ccccc1Cl | -9.5% | 29.3% | -0.8 | 0.5% | 9.8%[59 µM] | -2.0% | -1.5% | 48.6%[activator] | 5.6%
CC(=O)Nc1cccc(NC(=S)Nc2ccc(F)cc2F)c1 | -18.2% | 0.1% | 8.1 | 18.6% | ? | -23.1% | 9.6% | 21.0% | -6.5%
COc1ccc(/C=N/Nc2nc(Nc3ccccc3)nc(N3CCCCC3)n2)c(OC)c1 | -13.1% | 0.8% | -7.3 | 0.4% | 13.4%[59 µM] | ? | ? | 23.5% | -1.6%
O=C(CN1C(=O)NC2(CCOc3ccccc32)C1=O)c1ccc[nH]1 (centres undefined) | ? | 1.5% | -11.0 | -6.0% | 4.6%[2.33 µM] | -32.9% | -24.8% | 8.6% | -0.8%
O=C(OCCOc1ccc(Cl)cc1)c1cc(S(=O)(=O)N2CCCCC2)ccc1N1CCOCC1 | -23.5% | 10.5% | -3.8 | 1.3% | . | -14.5% | . | 29.0% | i
Cc1cc(Br)cc(/C=N/NC(=O)c2ccc3c(c2)OCO3)c1O | -17.0% | 2.8% | 1.6 | -0.3% | . | -35.7% | ? | 25.5% | -0.8%
CSc1cccc(CN2CCN(CCC(C)C)C(CCO)C2)c1 (centres undefined) | -3.6% | 0.2% | -0.3 | 4.9% | . | -21.7% | -0.2% | -1.7% | -8.2%
COCCCNC(=O)Cn1c(=O)n(-c2cccc(C)c2)c(=O)c2c1c1cc(C)ccc1n2C | -6.7% | 1.9% | 0.3 | -2.3% | 1.0%[59 µM] | -14.4% | -1.3% | 34.7% | 6.9%
Cc1ccc([C@H]2N[C@]3(CCCN(Cc4ccc(C(F)(F)F)cc4)C3=O)[C@H]3C(=O)N(C)C(=O)[C@@H]23)cc1 | 1.6% | . | -2.9 | -2.8% | . | . | . | . | -8.3%
O=C(CSc1nnc(N2CCOCC2)n1-c1cccc(F)c1)N1CCN(c2ccccn2)CC1 | -14.7% | -8.4% | 4.7 | -1.8% | -9.3%[12.7 µM] | 2.3% | 6.6% | 28.6% | -7.9%
CCCCCCCCCCOC(=O)Cn1c(COc2cccc(OC)c2)[n+](C)c2ccccc21 | -21.4% | ? | -0.1 | -0.4% | -33.0% | -20.4% | -16.8% | 33.0% | 5.4%
O=c1cc(Cn2ccnc2)c2cc(O)ccc2o1 | -14.0% | 0.6% | -3.2 | 5.2% | -15.3% | 0.7% | ? | 36.7% | i
O=S(=O)(Nc1ccc2cn[nH]c2c1)c1ccc(Cl)cc1 | -10.2% | -1.4% | 5.8 | -8.6% | -16.6% | -16.9% | -37.2% | 42.2%[activator] | -0.6%
COc1ccc(NC(=O)COc2ccc(/C=C/c3cc[n+](C)cc3)cc2OC)cc1 | -10.3% | 2.2% | -16.7 | -27.3% | -4.5% | ? | -21.8% | 26.2% | -5.9%

Screens as filed in PubChem.
